TNAP inh hi DEA: inhibitors of human TNAP at high phosphate acceptor concentration; P05186; purified TNAP, CDP-star luminescence, 1 M DEA; inhibition, % at 20 µM; 200,000 tested, 0.03% active; AID 1135;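 active = over 50% inhibition of tissue-nonspecific alkaline phosphatase at 20 µM in the single-dose screen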;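 note: plate controls were DMSO wells for no effect and EDTA-quenched wells as full inhibition for full effect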
PPARg SRC-3 ag: promotes SRC-3 coactivator recruitment by human PPARgamma; biochemical PPARgamma/SRC-3 coactivator recruitment assay; 200,000 tested, 0.26% active; activation, % at 8 µM; AID 731; in the data active = activation above about 23%;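 note: 0% = DMSO and 100% = reference agonist; some compounds past the cut are filed as inactive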
Target sequence (P37231 whole entry, looked up): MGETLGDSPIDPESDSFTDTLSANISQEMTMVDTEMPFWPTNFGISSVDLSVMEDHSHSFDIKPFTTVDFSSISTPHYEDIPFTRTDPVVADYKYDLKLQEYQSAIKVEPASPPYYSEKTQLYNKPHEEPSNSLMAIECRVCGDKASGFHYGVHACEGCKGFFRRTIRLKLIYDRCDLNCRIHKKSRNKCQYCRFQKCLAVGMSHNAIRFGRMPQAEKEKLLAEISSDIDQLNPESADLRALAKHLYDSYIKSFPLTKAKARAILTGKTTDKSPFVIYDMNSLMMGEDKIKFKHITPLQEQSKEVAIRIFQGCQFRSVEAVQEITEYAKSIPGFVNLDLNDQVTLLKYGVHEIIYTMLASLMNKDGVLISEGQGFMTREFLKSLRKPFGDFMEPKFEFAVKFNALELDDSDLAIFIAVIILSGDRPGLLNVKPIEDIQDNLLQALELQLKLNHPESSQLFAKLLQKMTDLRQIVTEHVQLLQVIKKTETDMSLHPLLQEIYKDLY
TR-FRET SRC-2 ct: flags TR-FRET format artefacts in PPARgamma SRC-2 recruitment agonist screen; TR-FRET artefact counter-screen; hits give high values; TR-FRET ratio at 8 µM; 200,000 tested, 0.4% active; in the data active = TR-FRET ratio above about 2000; note: inactives centre near 1500
bIAP inh: intestinal alkaline phosphatase (bovine) inhibition; inhibition, % at 20 µM; purified bovine IAP, CDP-star luminescence, 30 min; 190,000 tested, under 10 active;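 active = over 50% inhibition of intestinal alkaline phosphatase at 20 µM in the single-dose screen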
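test system = bovine IAP enzyme | medium = DEA buffer 100 mM, pH 9.8, with MgCl2 1.0 mM, ZnCl2 0.02 mM | detection = luminescence | dosing = single compound dose of 20 µM, 2% DMSO final | incubation = 30 min reaction at room temperature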
PPARg SRC-2 ag: promotes SRC-2 coactivator recruitment by human PPARgamma. activation, % at 8 µM. 200,000 tested, 0.34% active. PPARgamma LBD-SRC-2 recruitment, biochemical. P37231. AID 1032; in the data active = activation above about 22%;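 note: 0% = vehicle and 100% = reference agonist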
TNAP act hi DEA: TNAP (human) activation, high acceptor; purified TNAP, CDP-star luminescence, 1 M DEA, 30 min; hits give high values; 0 = EDTA background, 1 = DMSO-only activity; activation factor at 20 µM; 200,000 tested, under 10 active;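 active = activation factor at least 2 at 20 µM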
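Measured by: Luminescent substrate turnover signal | Test system: Human TNAP | Input: TNAP 1/800 final | Dosing: 20 µM single point | Schedule: 30 min, room temperature | Controls: EDTA wells as negative control, DMSO wells as positive control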
TNAP inh no acc: TNAP (human) inhibition, acceptor-free conditions | purified TNAP, CDP-star luminescence, 30 min | 200,000 tested, 0.26% active | P05186 | inhibition, % at 20 µM;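 active = tissue-nonspecific alkaline phosphatase inhibition above about 50% at 20 µM in the single-dose screen, limit read from the data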;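 note: 0% = DMSO negative control and 100% = EDTA positive control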
PPARg SRC1 recr: agonists of human PPARgamma SRC-1 coactivator recruitment; P37231; PPARgamma-SRC-1 coactivator recruitment biochemical assay; activation, % at 8 µM; 200,000 tested, 0.41% active; in the data active = activation above about 19%;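 note: 0% = DMSO and 100% = reference agonist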
HMGR II inh: blocks class II HMG-CoA reductase of Enterococcus faecalis; purified E. faecalis HMGR, NADPH absorbance 340 nm kinetic; 190,000 tested, 0.41% active; inhibition, % at 10 µM; AID 1066;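 active = inhibition above a set limit, the median over all tested compounds plus 3 SD, cut at about 9.5% in these data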;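 note: enzyme runs in reverse so mevalonate oxidation gives rising NADPH absorbance; 0% = complete reaction with DMSO and 100% = background rate lacking mevalonate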
bIAP activator: increases bovine intestinal alkaline phosphatase activity; AID 1016; 200,000 tested, 0.17% active; activation factor at 20 µM; purified bovine IAP, CDP-star luminescence, 30 min; hits give high values; fold of DMSO-control signal, blank-subtracted;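 active = activation factor of 2 or more at 20 µM, a signal rise over negative controls twice the positive control's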
Active calls of the source: *; x = not tested or not shown.

SMILES	TNAP inh hi DEA	PPARg SRC-3 ag	TR-FRET SRC-2 ct	bIAP inh	PPARg SRC-2 ag	TNAP act hi DEA	TNAP inh no acc	PPARg SRC1 recr	HMGR II inh	bIAP activator
CN(C)CCCNC1=CC(=O)OC12CCCCC2	2	-1	1431	3	0	1	-6	-3	-2	1
CC12CCC(c3c(C(=O)N4CCOCC4)nn(-c4ccccc4)c31)C2(C)C (stereo not given)	1	-2	1513	-11	2	1	-7	4	-8	1.1
CCc1ccc(-n2c(SCc3cc(=O)n4cc(Br)ccc4n3)nc3[nH]ncc3c2=O)cc1	-5	14	1893	-13	16	1.1	-50	23*	-1	1.1
CNC(=S)N(CCc1c(C)[nH]c2ccc(Cl)cc12)Cc1cc(OC)c(OC)c(OC)c1	-3	5	1492	8	3	1	0	-2	-1	0.9
Cn1c(CC(=O)Nc2ccc(Cl)c(Cl)c2)n[nH]c1=S	-3	3	1772	13	6	1	6	0	8	0.9
N#CC1=C(SCC(=O)c2ccc(Br)cc2)NC2=C(C(=O)CCC2)C1c1ccco1 (stereo not given)	8	2	1492	14	0	0.9	2	4	-2	0.9
CCCCNC(=O)c1onc(CSc2ccccc2)c1C(=O)O	4	-1	1469	6	-6	1	-4	-2	-2	0.9
Cc1ccc(S(=O)(=O)Nc2ccc(N3CCN(C)CC3)nc2)cc1	-6	1	1463	-4	0	1.1	-5	2	0	1
Cc1ccc(Sc2nc(-c3ccccc3)nnc2C(F)(F)F)cc1	-2	-2	1636	19	10	1	-10	8	0	0.8
Cc1sc(NC(=O)c2ccccc2F)c(CN2CCCCC2)c1C	1	5	1509	-6	12	1	1	5	1	1.1
CC1(C)NC(=O)N(CCCCOc2ccc3ccccc3c2Cl)C1=O	-9	1	1499	-1	2	1.1	2	1	-2	1
Nc1n[nH]c2ccccc12	-5	-2	1638	-7	5	1	-6	6	-5	1.1
CCN(CC)C(c1ccc(C)cc1)c1nnnn1C1CCCCC1 (stereo not given)	-1	-12	1485	-3	3	1	-17	6	-1	1
COc1ccc(CCNC(=O)Cn2nnc(-c3cccs3)n2)cc1OC	1	-5	1320	3	-1	1	-8	-2	-1	1
CCNc1nc(NCC)n2c(SCC(=O)c3ccccc3F)nnc2n1	-6	3	1513	2	2	1.1	-19	12	0	1
O=S(N1CCc2ccccc21)C12CC3CC(CC(C3)C1)C2 (stereo not given)	-3	-1	1342	12	4	1	47	2	1	0.9
NNc1nc2c(F)cccc2s1	8	0	1524	0	-7	0.9	-16	0	-4	1
CCNc1nc(C)nc2c1oc1ccccc12	-10	-17	1536	10	-9	1.1	-16	8	-5	0.9
CCOC(=O)C1=C(c2ccccc2)OC(N)=C(C#N)C1c1cccs1 (stereo not given)	-2	-8	1549	1	0	1	-8	-4	-1	1
Cc1nc2c3ccccc3[nH]c(=O)n2n1	2	4	1597	10	0	1	-6	4	1	0.9
CC(=O)Nc1cccc(Oc2ccc([N+](=O)[O-])cc2Cl)c1	3	4	1558	-14	10	1	-2	1	-1	1.1
Cc1cccc(NC(=O)CSc2nnc(-c3ccco3)o2)c1	-2	7	1500	-24	0	1	-11	3	-2	1.2
C/C(=C1/SC(N2CCOCC2)=NC1=O)c1ccc(Cl)cc1	-4	17	1513	4	0	1	-11	14	2	1
CN1CCN(S(=O)(=O)c2cccc(C(=O)NCc3ccccc3Cl)c2)CC1	4	0	1464	1	-11	1	5	2	-2	1
CCN(CC)c1ccc(/C=N/NC(=O)CC(C)C)cc1	-7	4	1398	4	0	1.1	-12	-1	-13	1
COc1ccc(S(=O)(=O)N/N=C/c2ccc(OCCN3CCOCC3)c(OC)c2)cc1	-1	2	1478	32	-4	1	14	4	-4	0.7
COc1cccc(NC(=O)CN(C)S(=O)(=O)c2ccc(C)cc2)c1	-10	-2	1670	16	-4	1.1	-1	0	2	0.8
Cc1csc(N(C(=O)c2cccc(S(=O)(=O)N(C)C)c2)c2ccccc2)n1	-5	-8	1526	-5	0	1.1	-14	5	0	1.1
Cc1ccc(C2c3c(oc4cc(C)c(C)cc4c3=O)C(=O)N2CCCN2CCOCC2)cc1 (stereo not given)	-3	3	1528	3	4	1	-11	5	x	1
CCOC(=O)Cc1nnc(-c2ccccc2)o1	4	-4	1395	-9	-3	1	-3	-2	4	1.1
O=C(Cn1cccc1C(=O)c1ccccc1)NCCN1CCOCC1	-1	9	1531	1	5	1	-5	-1	-6	1
COCCCNC(=O)/C=C/c1c(Cl)cccc1Cl	-4	1	1425	8	-3	1	-7	1	-2	0.9
CC(C)c1[nH]nc2c1C(C(C)C)C(C#N)=C(N)O2 (stereo not given)	-8	1	1505	11	-9	1.1	-10	-6	-7	0.9
COC(=O)c1[nH]c2cccc(Cl)c2c1NC(=O)CN1CCCCC1C (stereo not given)	-7	-5	1577	-18	-5	1.1	-11	-2	3	1.2
CCOC(=O)C1CCN(c2c(NCCN3CCN(c4ccccc4)CC3)c(=O)c2=O)CC1	-2	10	1494	2	5	1	-7	8	-2	1
O=C(N/N=C/c1ccco1)c1ccc(NC(=O)c2ccccc2Cl)cc1	-2	3	1979*	-4	7	1	-12	13	0	1
c1ccc(-c2ncc3c(ccc4ccccc43)n2)cc1	3	8	1623	7	6	1	-27	0	-3	0.9
COC(=O)c1ccc(CSc2nc3c(cnn3-c3ccc(C)c(C)c3)c(=O)[nH]2)o1	0	2	1575	5	12	1	-1	3	-5	1
COC(=O)c1cccc(S(=O)(=O)N2CCC(NC(=O)NC34CC5CC(CC(C5)C3)C4)CC2)c1	-1	7	1801	-5	6	1	-11	5	1	1.1
CC(C)C1O/C(=N/C(=O)Nc2ccc(Cl)c(Cl)c2)NC1=O (stereo not given)	-5	8	1441	6	3	1.1	-7	-9	4	0.9
Cc1ccc(OCC(O)CN2C(=O)NC(C)(C)C2=O)cc1 (stereo not given)	-7	9	1484	6	8	1.1	-10	0	14*	0.9
CC(C)(C)c1ccc(O)c(N=Cc2cc(Br)ccc2O)c1	8	0	1725	48	2	0.9	3	1	0	0.5
CC(=O)N1CCN(c2ccc(NC(=O)c3ccc(OCc4ccccc4)cc3)cc2)CC1	-3	-3	1627	-3	-7	1	-6	-1	-1	1
O=C(CSc1nc(-c2ccco2)cc(C(F)(F)F)n1)Nc1ccccc1C(F)(F)F	-2	13	1547	-10	1	1	-4	5	5	1.1
CC1CCCC2(C1)NC(=S)N(c1ccccc1)N2 (stereo not given)	0	-6	1465	9	0	1	-6	-10	2	0.9
Cc1ccc(Cn2ccc(NC(=O)c3cc(-c4ccc(Cl)cc4)on3)n2)cc1	-2	-6	1531	12	-4	1	-4	9	-1	0.9
CCn1c(=O)cc(SCC(=O)N2CCN(C(=O)c3ccco3)CC2)c2ccccc21	-3	63*	2772*	10	55*	1	-12	54*	0	0.9
Cc1c(NC(=O)/C=C/c2cccs2)c(=O)n(-c2ccccc2)n1C	-5	1	1582	11	5	1.1	-15	-1	-3	0.9
COc1ccc(N=C(C)C2=C(O)COC2=O)cc1	-6	-9	1429	4	-3	1.1	-14	9	-2	1
Cc1cc2cc(CCNC(=O)C(=O)c3c[nH]c4ccccc34)c(=O)[nH]c2cc1C	0	-5	1481	-9	-2	1	-5	-4	4	1.1
O=C(COC(=O)c1cn(-c2ccccc2)nc1-c1ccccc1)c1cccc([N+](=O)[O-])c1	1	-10	1515	10	3	1	-8	5	x	0.9
Cc1c(/C=N/NC(=O)C(C)(C)Oc2ccc(Cl)cc2)cnn1C	-6	-13	1450	11	10	1.1	-14	-1	0	0.9
Cc1c(C(=O)N2CCc3ccccc32)oc2c1C(=O)CC(C)(C)C2	-1	-5	1504	10	-1	1	-9	13	-2	0.9
CC(C)(C)c1nc2c(C#N)c(-c3ccc(Cl)cc3)ccn2n1	-2	0	1506	4	14	1	-8	10	-3	1
CCCC/C(O)=C1\C(=O)CC(C)(C)CC1=Nc1ccccc1OC	-4	-9	1425	0	2	1	0	6	-1	1
COCCNc1cc(C)nc2c(-c3ccccc3OC)c(C)nn12	1	-1	1311	-2	4	1	-8	-2	-7	1

Of the compounds above, eight contain a furan ring, fused or not.
SMILES	TNAP inh hi DEA	PPARg SRC-3 ag	TR-FRET SRC-2 ct	bIAP inh	PPARg SRC-2 ag	TNAP act hi DEA	TNAP inh no acc	PPARg SRC1 recr	HMGR II inh	bIAP activator
N#CC1=C(SCC(=O)c2ccc(Br)cc2)NC2=C(C(=O)CCC2)C1c1ccco1 (stereo not given)	8	2	1492	14	0	0.9	2	4	-2	0.9
CCNc1nc(C)nc2c1oc1ccccc12	-10	-17	1536	10	-9	1.1	-16	8	-5	0.9
Cc1cccc(NC(=O)CSc2nnc(-c3ccco3)o2)c1	-2	7	1500	-24	0	1	-11	3	-2	1.2
O=C(N/N=C/c1ccco1)c1ccc(NC(=O)c2ccccc2Cl)cc1	-2	3	1979*	-4	7	1	-12	13	0	1
COC(=O)c1ccc(CSc2nc3c(cnn3-c3ccc(C)c(C)c3)c(=O)[nH]2)o1	0	2	1575	5	12	1	-1	3	-5	1
O=C(CSc1nc(-c2ccco2)cc(C(F)(F)F)n1)Nc1ccccc1C(F)(F)F	-2	13	1547	-10	1	1	-4	5	5	1.1
CCn1c(=O)cc(SCC(=O)N2CCN(C(=O)c3ccco3)CC2)c2ccccc21	-3	63*	2772*	10	55*	1	-12	54*	0	0.9
Cc1c(C(=O)N2CCc3ccccc32)oc2c1C(=O)CC(C)(C)C2	-1	-5	1504	10	-1	1	-9	13	-2	0.9

HMGR II inh, hit marks shown above
SMILES	TNAP inh hi DEA	PPARg SRC-3 ag	bIAP inh	PPARg SRC-2 ag	TNAP act hi DEA	TNAP inh no acc	PPARg SRC1 recr	HMGR II inh	bIAP activator
Cc1ccc(OCC(O)CN2C(=O)NC(C)(C)C2=O)cc1 (stereo not given)	-7	9	6	8	1.1	-10	0	14*	0.9

Screening data from PubChem.

Rows were taken by chance; any-hit rate near 1.6%.
